Assay outcomes deposited in PubChem BioAssay by Sanford-Burnham Center for Chemical Genomics.
tim10-1 inh = tim10-1 yeast growth inhibition; S. cerevisiae tim10-1 ts strain growth, BacTiter-Glo, 24 h; inhibition, % at 20 µM; 330,000 tested, 2.2% active; AID 463190;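 active means inhibition of at least 40%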;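 further: mutant grown at 25 °C; 0% = DMSO wells with yeast and 100% = wells holding no yeast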
UPR CHOP act = apoptotic UPR (CHOP) activation; AID 449763; activation, % at 10 µM; CHO-CHOP luciferase reporter, luminescence; percent of tunicamycin response over DMSO baseline; 330,000 tested, 0.34% active;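 active means at 10 µM dose, activation of 40% or more, normalized to positive control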;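 further: 100% = tunicamycin at 10 µg/mL and 0% = DMSO alone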
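Evaluation: % reporter activation, DMSO baseline versus tunicamycin full activation; System: CHO-CHOP luciferase reporter cell line; Input: 500 cells/well; Incubation: 6 h compound treatment, 37 °C; Measured by: Steady-Glo luciferase luminescence; Dosing: one dose, 10 µM in 0.5% DMSO; Buffer or medium: F12 medium, 10% FBS; Benchmarks: positive tunicamycin 10 µg/mL, negative DMSO alone.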
Mdm2 MdmX PPI = human Mdm2/MdmX binding inhibition; inhibition, % at 8 µM; SaOS-2 split-luciferase Mdm2/MdmX complementation, luminescence; 330,000 tested, 3% active; AID 485346;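 active means inhibition of at least 50% at 8 µM in the primary screen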
Target sequence (O15151 whole entry, looked up): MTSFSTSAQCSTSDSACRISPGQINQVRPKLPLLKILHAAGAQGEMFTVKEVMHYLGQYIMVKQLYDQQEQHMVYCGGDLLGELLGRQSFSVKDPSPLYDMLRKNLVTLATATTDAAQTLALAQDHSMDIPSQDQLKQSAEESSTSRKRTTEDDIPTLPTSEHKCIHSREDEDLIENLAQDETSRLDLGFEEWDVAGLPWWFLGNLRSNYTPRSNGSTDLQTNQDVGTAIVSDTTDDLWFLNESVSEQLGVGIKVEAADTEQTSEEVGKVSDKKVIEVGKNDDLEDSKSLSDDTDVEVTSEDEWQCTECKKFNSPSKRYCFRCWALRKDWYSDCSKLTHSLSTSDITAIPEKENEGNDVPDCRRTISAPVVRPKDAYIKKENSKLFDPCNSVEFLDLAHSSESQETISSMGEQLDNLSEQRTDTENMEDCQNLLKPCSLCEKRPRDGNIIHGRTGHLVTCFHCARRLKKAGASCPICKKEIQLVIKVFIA
Target sequence (Q00987 whole entry, looked up): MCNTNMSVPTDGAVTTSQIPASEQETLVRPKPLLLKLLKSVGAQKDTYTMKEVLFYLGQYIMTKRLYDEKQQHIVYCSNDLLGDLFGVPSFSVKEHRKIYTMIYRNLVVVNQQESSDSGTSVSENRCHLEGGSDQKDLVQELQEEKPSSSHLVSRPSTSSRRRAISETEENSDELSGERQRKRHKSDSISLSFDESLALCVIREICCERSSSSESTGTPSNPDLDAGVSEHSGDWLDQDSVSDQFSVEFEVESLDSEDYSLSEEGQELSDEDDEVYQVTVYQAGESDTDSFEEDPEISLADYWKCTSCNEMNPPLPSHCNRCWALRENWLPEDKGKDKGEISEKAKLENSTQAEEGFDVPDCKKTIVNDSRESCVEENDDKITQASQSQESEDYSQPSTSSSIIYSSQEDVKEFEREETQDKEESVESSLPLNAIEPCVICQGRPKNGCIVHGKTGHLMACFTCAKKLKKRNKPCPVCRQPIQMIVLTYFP
XBP1 UPR activ = activators of adaptive arm of unfolded protein response (XBP1) | CHO-XBP1 luciferase reporter, IRE1-XBP1 UPR activation, luminescence; percent of tunicamycin response, DMSO as zero | activation, % at 20 µM | 330,000 tested, 0.33% active;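 active means versus positive control, 20 µM dose yields 30% or more activation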;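 further: 100% = tunicamycin at 10 µg/mL and 0% = DMSO only wells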
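Material – CHO cell line with stable XBP1 luciferase reporter · Buffer or medium – F12 plus 10% FBS · Compound – single point, 20 µM final compound, 1% DMSO · Schedule – 16-18 h cell attachment at 37 °C, then 6 h compound exposure · Signal – Steady-Glo luminescence read · Benchmarks – high control tunicamycin 10 µg/mL final, low control DMSO vehicle only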
APJ agonist = agonists of human APJ apelin receptor | P35414 | CHO-K1 APJ PathHunter beta-arrestin, luminescence; 0% DMSO wells, 100% apelin | activation, % at 20 µM | 330,000 tested, 0.11% active;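 active means activation more than six SD over the plate average, tested at 20 µM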;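 further: 0% = DMSO alone and 100% = apelin-13 at 10 nM; some results filed as inactive read as strong as hits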
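Assay system: CHO-K1 cells stably expressing ProLink-tagged human APJ and arrestin–beta-gal acceptor. Compound dosing: 20 µM single point, 1% DMSO. Times: 16-18 h seeding, 90 min dark compound exposure, 60 min detection. Detection: beta-gal luminescence. Evaluation: APJ–arrestin association signal. Controls: negative DMSO alone, positive Apelin-13 at 10 nM.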
GRIN3A LBD mod = modulates the human NR3A ligand-binding domain | NR3A LBD differential scanning fluorimetry, Tm shift; 0% = protein alone, 100% = glycine-bound protein | Tm shift relative to glycine control, % at 25 µM | 340,000 tested, 2.5% active | AID 1259313;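 active means melting temperature shift of at least 10% of the positive control shift, at one fixed dose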
tim23-1 inh = growth inhibitors of tim23-1 mutant yeast | S. cerevisiae tim23-1 growth, BacTiter-Glo luminescence, 24 h | inhibition, % at 20 µM | 330,000 tested, 1.3% active;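 active means growth inhibition of the mutant yeast at or above 50%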;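 further: temperature-sensitive mutant grown at 25 °C; plate controls were DMSO-treated mutant yeast for no effect and medium wells lacking yeast for full effect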
TIM10 inh = TIM10 yeast growth inhibition; S. cerevisiae TIM10 strain growth, BacTiter-Glo luminescence, 24 h; inhibition, % at 10 µM; 330,000 tested, 1.4% active;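 active means inhibition of 40% or more at the single tested concentration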;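 further: wild-type TIM10 isogenic control strain grown at permissive 25 °C; 0% = DMSO yeast wells and 100% = minimal medium wells without yeast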
NLRP3 yeast inh = NALP3 inhibition in yeast; Yeast reconstituted NLRP3/ASC/caspase-1, beta-gal luminescence, 24 h; inhibition, % at 10 µM; 330,000 tested, 0.39% active; AID 2825;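 active means inhibition of 50% or more; inactive means inhibition below 50%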;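 further: plate controls were induced DMSO wells for no effect and uninduced yeast grown without galactose for full effect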
An asterisk follows results filed as active.

SMILES	tim10-1 inh	UPR CHOP act	Mdm2 MdmX PPI	XBP1 UPR activ	APJ agonist	GRIN3A LBD mod	tim23-1 inh	TIM10 inh	NLRP3 yeast inh
CCOC(=O)CC1=C(C#N)C(c2cccnc2)C(C(=O)OCC)=C(N)O1 (stereo not given)	20	1.5	26	-4	0	0	17	9	10
CCN(CC)S(=O)(=O)c1ccc(NC(=O)CSc2ncnc3ccccc23)cc1	29	5.2	27	-2	-1	-5	26	30	12
CCOC(=O)c1cnn(-c2ccccc2)c1NC(=O)c1ccccc1C	10	-1.2	-1	-3	-7	1	23	2	8
O=C(O)CCCCCNc1ncnc2ccc(Br)cc12	6	-0.9	-1	-1	-4	-1	5	-1	1
C=CCNC(=O)c1cc2c(C(F)(F)F)nn(C)c2s1	-23	2.7	5	-2	-1	-1	1	-25	23
Cc1ccc(NC(=O)COc2ccc(-n3ccnc3)cc2)cc1Cl	2	1.5	4	1	5	-11	38	2	35
Cc1ccc(-c2cc(C(=O)Nc3cc(C)ccc3C)[nH]n2)c(O)c1	8	2.6	-27	0	-5	-10	-14	-4	9
COc1ccc(/C=N/N2CCOCC2)cc1O	0	3.3	5	3	0	1	8	6	22
CSc1nc2c(c(=O)[nH]c(=O)n2C)n1Cc1ccccc1	-2	4.8	14	4	-3	0	16	10	14
CCn1c(COc2ccc(C)cc2)nnc1SCC(=O)Nc1cc(OC)ccc1OC	13	7.6	-26	3	-1	10	40	2	17
C/C(=N\NC(N)=O)c1ccccc1Cl	-6	2.7	30	3	4	-1	-7	-4	26
S=C(NCc1cccnc1)NCc1cccnc1	10	-0.2	-2	-3	-1	-2	14	-12	-10
O=C(c1cncc(Br)c1)N1CCN(S(=O)(=O)c2ccc(Cl)cc2)CC1	19	1.3	18	0	-5	1	5	8	4
CC(C)[C@H](NC(=O)NC1CCCC1)C(=O)O	-8	0.0	-2	-1	-4	2	-3	-12	5
CC(=O)NC(Cc1ccc(F)cc1)C(=O)N1CCN(C(=O)NCc2ccccc2)CC1 (stereo not given)	6	-0.1	0	-3	0	-1	18	0	6
Oc1c(C(Nc2cccc(C(F)(F)F)c2)c2ccncc2)ccc2cccnc12 (stereo not given)	29	12	61*	7	-7	-8	59*	18	10
O=C(Oc1cccc([N+](=O)[O-])c1)c1cc(-c2ccccc2)nc2ccccc12	21	1.0	15	1	-4	3	10	24	4
CCOc1ccccc1CN1CCC(n2nccc2NC(=O)CCCc2ccccc2)CC1	3	1.1	14	-2	2	-2	8	-2	12
O=C(NCCCN1CCCC1=O)c1ccc(OC(F)(F)F)cc1	-1	0.5	-22	4	1	-2	24	1	20
O=C(Nc1ccccc1N1CCCC1)c1cc(S(=O)(=O)N2CCOCC2)ccc1Cl	24	-3.4	30	-2	-3	0	27	5	15
CCc1ccc(/C=C2/C(=O)NC(=O)N2C(C)=O)cc1	34	6.5	15	1	-2	1	24	7	-13
CCOC(=O)c1c(NC(=S)NC(=O)c2ccc(Cn3cc(Cl)cn3)o2)sc2c1CCCCC2	35	0.9	36	15	-4	2	6	4	-2
Cc1cc(C(=O)NN=Cc2ccc(OC(=O)c3ccco3)cc2)c(C)o1	-28	1.3	15	6	-4	-10	9	-2	-1
Cc1cc(N(C(=O)c2ccco2)C(C(=O)NC2CCCCC2)c2ccccc2)ccc1-n1cnnn1 (stereo not given)	10	-1.7	5	-2	-5	-12	3	0	7
CC1(C)C(=O)N(c2ccccc2F)C(=O)c2ccccc21	-3	1.1	1	6	1	1	39	14	10
COc1ccc(C(=O)C2=NN(C(C)=O)CC2c2ccco2)cc1 (stereo not given)	23	0.6	8	2	1	0	22	20	7
CCc1ccc(NC(=O)C(=O)N/N=C(\C)CC(=O)NCCOC)cc1	-19	-0.5	4	0	0	-1	10	-3	16
CS(=O)(=O)N(CC(=O)Nc1ccccc1C(=O)N1CCCC1)c1ccc2c(c1)OCO2	-4	-0.2	-19	-2	0	-5	19	-11	21
COc1ccc(/C=N/Nc2ncnc3scc(-c4ccccc4)c23)cc1OC	32	6.1	7	6	-4	-4	26	58*	7
COc1ccc(-c2c(C#N)c(N)nc3c2CCCCCC3)cc1OC	11	1.2	18	1	-6	-2	2	-17	-13

Entries of single compounds, looked up by structure. Screens in order: tim10-1 inh	UPR CHOP act	Mdm2 MdmX PPI	XBP1 UPR activ	APJ agonist	GRIN3A LBD mod	tim23-1 inh	TIM10 inh	NLRP3 yeast inh
Profile of COc1ccc(C(=O)C2=NN(C(C)=O)CC2c2ccco2)cc1 (stereo not given) : 23	0.6	8	2	1	0	22	20	7
Profile of O=C(NCCCN1CCCC1=O)c1ccc(OC(F)(F)F)cc1 : -1	0.5	-22	4	1	-2	24	1	20
Profile of O=C(Nc1ccccc1N1CCCC1)c1cc(S(=O)(=O)N2CCOCC2)ccc1Cl : 24	-3.4	30	-2	-3	0	27	5	15
Profile of COc1ccc(-c2c(C#N)c(N)nc3c2CCCCCC3)cc1OC : 11	1.2	18	1	-6	-2	2	-17	-13

Mdm2 MdmX PPI, what is marked active above
| canonical_smiles | Mdm2 MdmX PPI | XBP1 UPR activ | GRIN3A LBD mod | NLRP3 yeast inh |
| --- | --- | --- | --- | --- |
| Oc1c(C(Nc2cccc(C(F)(F)F)c2)c2ccncc2)ccc2cccnc12 (stereo not given) | 61* | 7 | -8 | 10 |

More results:
SMILES	tim10-1 inh	UPR CHOP act	Mdm2 MdmX PPI	XBP1 UPR activ	APJ agonist	GRIN3A LBD mod	tim23-1 inh	TIM10 inh	NLRP3 yeast inh
CC1=C(C(N)=O)C(c2ccc(Cl)cc2)n2nc(CCCO)nc2N1 (stereo not given)	37	-0.9	12	-8	0	3	13	7	13
C(=C\c1ccccc1)/CSc1nc2ncccc2[nH]1	-13	0.6	7	1	1	-2	16	11	23
Cc1cc(-c2n[nH]c(=S)n2-c2ccc(F)cc2)nn1C	21	-0.7	-24	-1	2	-1	-2	-1	-5
Cc1c(C(=O)O)c(-c2ccccc2)nn1-c1ccccc1	-11	1.9	-4	-4	-1	0	6	0	9
O=C(Cc1ccccc1)Nc1cccc([N+](=O)[O-])c1	14	-0.8	16	2	-5	-3	10	-3	5

Individual results from the list:
NLRP3 yeast inh result of O=C(c1cncc(Br)c1)N1CCN(S(=O)(=O)c2ccc(Cl)cc2)CC1 = 4
XBP1 UPR activ result of O=C(Nc1ccccc1N1CCCC1)c1cc(S(=O)(=O)N2CCOCC2)ccc1Cl = -2
tim23-1 inh result of C=CCNC(=O)c1cc2c(C(F)(F)F)nn(C)c2s1 = 1
UPR CHOP act result of Cc1ccc(NC(=O)COc2ccc(-n3ccnc3)cc2)cc1Cl = 1.5
APJ agonist result of CC1(C)C(=O)N(c2ccccc2F)C(=O)c2ccccc21 = 1
